Screening results (PubChem)
TRPC4 inh – inhibitors of mouse TRPC4 channel, primary screen, Fluo4 calcium, HEK293 TRPC4beta/mu-opioid cells; Short transient receptor potential channel 4 (Mus musculus), Q9QUQ5; DAMGO-evoked Fluo4 calcium flux; stronger effect = lower value; B-score at 10 µM; 300,000 tested, 0.39% active; AID 2247, 2010;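 active = B-score over 3 SD under the library average, no early fluorescence shift, positive overall ratio signal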
Target sequence (Q9QUQ5 whole entry, looked up): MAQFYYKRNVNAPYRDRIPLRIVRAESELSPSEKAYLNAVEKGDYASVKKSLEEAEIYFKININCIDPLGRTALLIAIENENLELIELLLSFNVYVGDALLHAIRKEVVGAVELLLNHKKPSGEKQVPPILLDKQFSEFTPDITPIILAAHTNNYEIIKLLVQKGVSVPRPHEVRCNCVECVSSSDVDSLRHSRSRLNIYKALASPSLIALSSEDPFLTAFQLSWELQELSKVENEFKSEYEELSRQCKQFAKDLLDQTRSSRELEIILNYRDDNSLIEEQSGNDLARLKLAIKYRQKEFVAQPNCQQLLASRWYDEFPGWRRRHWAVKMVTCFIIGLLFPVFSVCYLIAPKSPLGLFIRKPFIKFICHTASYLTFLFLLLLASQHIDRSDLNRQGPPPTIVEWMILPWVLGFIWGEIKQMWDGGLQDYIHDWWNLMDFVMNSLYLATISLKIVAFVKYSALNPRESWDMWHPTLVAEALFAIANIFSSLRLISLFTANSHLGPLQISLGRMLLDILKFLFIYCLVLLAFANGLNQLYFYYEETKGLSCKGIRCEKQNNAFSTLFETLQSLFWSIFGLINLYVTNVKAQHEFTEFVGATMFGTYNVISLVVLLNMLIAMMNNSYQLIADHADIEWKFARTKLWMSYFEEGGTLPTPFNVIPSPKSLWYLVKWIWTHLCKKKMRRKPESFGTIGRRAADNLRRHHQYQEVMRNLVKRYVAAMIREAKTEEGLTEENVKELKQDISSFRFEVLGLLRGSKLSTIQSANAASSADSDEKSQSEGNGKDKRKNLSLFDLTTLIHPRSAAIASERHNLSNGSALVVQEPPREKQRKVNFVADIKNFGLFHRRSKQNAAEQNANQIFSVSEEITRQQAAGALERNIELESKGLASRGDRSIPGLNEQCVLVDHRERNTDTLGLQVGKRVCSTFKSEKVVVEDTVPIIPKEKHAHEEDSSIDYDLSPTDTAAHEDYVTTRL
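Assay system: TRPC4beta/mu-opioid receptor HEK293 cell line; compound dosing: single concentration per test compound; detection: Fluo4 Ca2+ flux fluorescence; evaluation: per-well B score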
TRPC6 act – mouse TRPC6 channel activators, primary screen, cell-based, HEK293, membrane potential dye | 310,000 tested, 0.13% active | HEK293-TRPC6 membrane potential dye fluorescence; stronger effect = higher value | Short transient receptor potential channel 6 (Mus musculus), Q61143 | B-score at 10 µM;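 active = B-score of the integrated fluorescence ratio above library mean plus 3 SD, and starting fluorescence ratio within library mean plus 5 SD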;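 also: higher score means more depolarization so channel activation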
ANO1 block – TMEM16A chloride channel inhibitors, primary screen, cell-based, HTS | 310,000 tested, 1.2% active | AID 588511, 2011 | HEK293 TMEM16A/YFP iodide influx fluorescence, ionomycin | normalized B-score (activity score, 25-100; higher = stronger inhibition) at 10 µM | Anoctamin-1 (Mus musculus), Q8BHY3;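 active = ratio plate-corrected score three or more library SD toward inhibition, starting fluorescence score within five deviations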;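 also: score derived from kinetic fluorescence span divided by baseline fluorescence per well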
MrgX1 antag – antagonists of human MrgX1 receptor, primary screen, HEK293 cells, Fluo-4 calcium flux. Mas-related G-protein coupled receptor member X1 (Homo sapiens), Q96LB2. BAM8-22 antagonism; stronger effect = lower value. B-score at 10 µM. 310,000 tested, 1.3% active. AID 588676, 2011;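 active = calcium-response B-score plate-corrected more than 3 library SD below zero, starting fluorescence within 5 deviations, no agonist response on first addition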;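 also: peak minus trough fluorescence over baseline after final BAM8-22 challenge near maximal dose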
SKKanGAS inh – S. pyogenes SKKanGAS growth inhibitors in kanamycin, primary screen, streptokinase expression inhibitor project, SKKanGAS strain, BacTiter-Glo luminescence; 6 h; 300,000 tested, 1.3% active; inhibition, % at 7.5 µM;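 active = mean replicate score, as percent of positive control median, at least 50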;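 also: strain carries kanamycin resistance gene driven by streptokinase promoter and grows in 40 µg/ml kanamycin; loss of luminescence reflects streptokinase promoter inhibition or plain growth inhibition; 0% = median of DMSO wells and 100% = positive control at its reference dose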
ANO1 activ – TMEM16A chloride channel activators or potentiators, primary screen, cell-based, HTS; 340,000 tested, 0.3% active; B-score at 10 µM; AID 623877, 2012; HEK293 TMEM16A/YFP-H148Q/I152L, iodide quench fluorescence; stronger effect = lower value;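 active = fluorescence-ratio B-score plate-corrected deviation score at least 3 library SD below zero, with starting fluorescence score within 5 deviations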;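 also: channel opened by trigger with iodide after compound preincubation; score built on the fluorescence ratio of max minus min over baseline; more negative score means more quench and so TMEM16A activation or potentiation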
TRPC4 potent – positive allosteric modulators of TRPC4, primary screen, cell-based, mouse TRPC4beta, HEK293 mu-opioid, Fluo-4 calcium; Short transient receptor potential channel 4 (Mus musculus), Q9QUQ5; DAMGO EC20, Fluo-4 Ca2+ flux; stronger effect = higher value; B-score at 10 µM; 310,000 tested, 0.42% active; AID 2227, 2009;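 active = B-score of calcium response area above 5 SD of library B-scores, with initial fluorescence ratio within 5 SD of library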;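 also: B-score of integrated fluorescence ratio over time as area under calcium response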
TRPC4 agonist – activators of mouse TRPC4 channel, primary screen, Fluo4 calcium, HEK293 TRPC4beta/mu-opioid cells; Short transient receptor potential channel 4 (Mus musculus), Q9QUQ5; Fluo4 calcium fluorescence; stronger effect = higher value; B-score at 10 µM; 310,000 tested, 0.49% active; AID 2237, 2010;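 active = B-score above 5 SD of library B-scores, and initial fluorescence ratio not above library mean plus 5 SD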;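 also: positive B-score marks a calcium rise read as TRPC4 activation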
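Assay system: HEK293 cells stably co-expressing mouse TRPC4beta and mu-opioid receptor / Timing: Fluo4 dye loading 45 min at room temperature, 110 s recording / Signal: Fluo4 calcium-sensitive dye fluorescence, kinetic, 1 Hz baseline / Read-out: integrated baseline-normalised fluorescence ratio, converted to per-well B score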
MrgX1 agonist – agonists of human MrgX1 receptor, primary screen, HEK293 cells, Fluo-4 calcium flux; B-score at 10 µM; Fluo-4 calcium fluorescence, agonist mode; stronger effect = higher value; Mas-related G-protein coupled receptor member X1 (Homo sapiens), Q96LB2; 310,000 tested, 0.44% active;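 active = calcium response B-score plate-corrected fluorescence ratio at least 3 library SD, with starting fluorescence B-score inside 5 SD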
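System – MrgX1-expressing HEK293 cells · Incubation – cells plated overnight, dye loaded 0.5 h 37 °C, 0.5 h room temperature · Technique – kinetic Fluo-4 NW fluorescence of intracellular calcium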
TRPC6 inhibitor – mouse TRPC6 channel inhibitors, primary screen, cell-based, HEK293, membrane potential dye; Short transient receptor potential channel 6 (Mus musculus), Q61143; ACh-evoked depolarization; stronger effect = lower value; 310,000 tested, 1.1% active; B-score at 10 µM;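 active = B-score under library mean minus 3 SD, initial fluorescence not abnormally high, positive integrated signal ratio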;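 also: B-score derived from integrated fluorescence ratio over the kinetic read; more negative B-score means stronger inhibition of depolarization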
MrgX1 PAM – positive allosteric modulators of MrgX1, primary screen, HEK293 cells, Fluo-4 calcium flux | B-score at 10 µM | 310,000 tested, 0.63% active | FDSS; stronger effect = higher value | Mas-related G-protein coupled receptor member X1 (Homo sapiens), Q96LB2;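 active = plate-corrected calcium response at least 3 library SD above typical, normal starting fluorescence, not activating the receptor alone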;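 also: compound read alongside a low EC10 to EC30 dose of BAM8-22 agonist; peak minus trough fluorescence over baseline measured at the second addition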
* marks the source's active call; other numbers are inactive results; i = inactive; . = no result given.

molecule | TRPC4 inh | TRPC6 act | ANO1 block | MrgX1 antag | SKKanGAS inh | ANO1 activ | TRPC4 potent | TRPC4 agonist | MrgX1 agonist | TRPC6 inhibitor | MrgX1 PAM
CC(C)C(=O)N(Cc1cc(=O)[nH]c2ccccc12)c1ccccc1 | i | i | i | i | 0.8 | i | i | i | i | i | i
CCOC(=O)Cc1csc(NC(=O)c2ccco2)n1 | i | i | i | i | 1.6 | i | i | i | i | i | i
CCc1ccc(N2CC(C(=O)Nc3ccc(C)c(S(=O)(=O)N4CCOCC4)c3)CC2=O)cc1 (configuration not stated) | i | i | i | i | 3.5 | i | i | i | i | i | i
Clc1ccc(CNC2CCCC2)cc1 | i | i | i | i | -0.8 | i | i | i | i | i | i
CCn1c(SCC(=O)Nc2nnc(C)s2)nnc1C(C)NC(=O)c1ccccc1F (configuration not stated) | i | i | i | i | 5.0 | i | i | i | i | i | i
COC(=O)Cn1c(=O)c(=O)n(CC(=O)OC)c2ccccc21 | i | i | i | i | -4.2 | i | i | i | i | i | i
COc1ccc(N(CC(=O)O)S(=O)(=O)c2ccccc2[N+](=O)[O-])c(OC)c1 | i | i | i | i | 4.1 | i | i | i | i | i | i
CC(C)NS(=O)(=O)c1ccc(OCC(=O)NC2CCCCCC2)cc1 | i | i | i | i | -1.2 | i | i | i | i | i | i
Cc1ccc(S(=O)(=O)NC(=O)Nc2cc(C)on2)cc1 | i | i | i | i | -3.5 | i | i | i | i | i | i
CC(C(=O)N1CCOCC1)N1c2cccc3cccc(c23)S1(=O)=O (configuration not stated) | i | i | i | i | 5.6 | i | i | i | i | i | i
O=C(Nc1ccccc1C(=O)N1CCN(c2ccccc2)CC1)c1ccco1 | i | i | i | i | -0.9 | i | i | i | i | i | i
Cc1c(C(=O)Nc2ccccc2[N+](=O)[O-])csc1-c1ccccc1 | i | i | i | i | -1.5 | i | i | i | i | i | i
CN1CCN(CC(=O)Nc2nnc(-c3cccs3)s2)CC1 | i | i | i | i | 1.6 | i | i | i | i | i | i
Cc1ccc(S(=O)(=O)N2CCN(C(=O)CSc3nc4ccccc4o3)C2)cc1 | i | i | i | i | -1.3 | i | i | i | i | i | i
O=C(/C=C/c1ccccc1)Nc1cccc(S(=O)(=O)Nc2ccccc2F)c1 | i | i | i | i | 0.5 | i | i | i | i | i | i
CC(OC(=O)CCc1nc2ccccc2c(=O)[nH]1)C(=O)Nc1ncc(Cl)cc1Cl (configuration not stated) | i | i | i | i | -5.4 | i | i | i | i | i | i
COc1ccc(C(NC(=O)c2c(F)c(F)c(F)c(F)c2F)c2ccccc2)cc1 (configuration not stated) | i | i | i | i | 7.6 | i | i | i | i | i | i
CCOc1ccc(NC(=O)C2CCCN(C(=O)Nc3ccccc3)C2)cc1 (configuration not stated) | i | i | i | i | 1.6 | i | i | i | i | i | i
COc1ccc(C(=O)NCC(=O)N=Nc2c(O)n(C)c3ccccc23)cc1OC | i | i | i | i | 3.6 | i | i | i | i | i | i
CC1(C)CC(NC(=S)Nc2ccc([N+](=O)[O-])cc2)CC(C)(C)N1 | i | i | i | i | 4.4 | i | i | i | i | i | i
CC(=O)Nc1nc(C)nc(C)c1C(C)=O | i | i | i | i | -12.0 | i | i | i | i | i | i
O=C(NCc1cccnc1)c1ccc2c(c1)C(=O)N(Cc1ccccc1)C2=O | i | i | i | i | -0.9 | i | i | i | i | i | i
O=C(c1cc2nc(-c3ccccc3)cc(C(F)(F)F)n2n1)N1CCOCC1 | i | i | i | i | -16.9 | i | i | i | i | i | i
CCc1ccc(/C=N/NC(=O)c2ccc(OC3CCCC3)cc2)s1 | i | i | i | i | 22.4 | i | i | i | i | i | i
Cc1cccc(C(=O)NCC(=O)OCC(=O)N2CCCCC2)c1 | i | i | i | i | -4.7 | i | i | i | i | i | i
CN(C)S(=O)(=O)c1ccc(NC(=O)c2c(F)cccc2Cl)cc1 | i | i | i | i | 2.6 | i | i | i | i | i | i
CC(C)C1CC(O)(C2(O)CCCCC2)ON1 (configuration not stated) | i | i | i | i | 1.0 | i | i | i | i | i | i
CC1Cc2ccccc2N1S(=O)(=O)c1ccc(Cl)nc1 (configuration not stated) | i | i | i | i | -1.9 | i | i | i | i | i | i
Cc1cc(N2C(=O)C(O)=C(C(=O)c3ccc(C)o3)C2c2cccs2)no1 (configuration not stated) | i | i | i | i | 7.0 | i | i | i | i | i | i
CC(=O)N1c2ccc(C)cc2C(c2ccccc2)CC1C (configuration not stated) | i | i | i | i | 1.3 | i | i | i | i | i | i
CCOc1ccc(C(=O)Nc2cc(C)on2)cc1 | i | i | i | i | -4.6 | i | i | i | i | i | i
O=C(NCCOc1cccnc1)c1ccc(OC2CCN(Cc3ccccn3)CC2)cc1 | i | i | i | i | 1.0 | i | i | i | i | i | i
CC(C)CC(COCc1ccc(Cl)cc1)N1CCN(C(=O)c2ccc(Cl)cc2Cl)CCC1=O (configuration not stated) | i | i | i | i | 24.3 | i | i | i | i | i | i
COC(=O)Cc1[nH]nc2c1C(c1c[nH]c3ccccc13)C(C#N)=C(N)O2 (configuration not stated) | i | i | i | i | -13.7 | i | i | i | i | i | i
Cc1ccc(S(=O)(=O)N2CCC(C(=O)Nc3nnc(C4CCCC4)s3)CC2)cc1 | i | i | i | i | 0.3 | i | i | i | i | i | i
CCOC(=O)C1CCCN(C(=O)c2ccc(Cn3c(=S)[nH]c4cc(C(=O)OC)ccc4c3=O)cc2)C1 (configuration not stated) | i | i | i | i | 9.6 | i | i | i | i | i | i
CN(CC(=O)N1CCN(c2ccc(F)cc2)CC1)S(=O)(=O)c1ccc2c(c1)c(=O)n(C)c(=O)n2C | i | i | i | i | 7.2 | i | i | i | i | i | i
NS(=O)(=O)c1ccc(NC2=CC(c3ccc(F)cc3)N(c3ccc(S(N)(=O)=O)cc3)C2=O)cc1 (configuration not stated) | i | i | i | i | -2.8 | i | i | i | i | i | i
Cc1ccc(OC(=S)Nc2ccccc2)c(C)c1 | i | i | i | i | 4.3 | i | i | i | i | i | i
CN1c2ccsc2/C(=N/Nc2ccc(F)cc2)CS1(=O)=O | i | i | i | i | . | i | i | i | i | i | i
Cn1c(-c2ccc(N)cc2)nc2ccccc21 | . | . | i | i | . | i | . | . | i | . | i
Cc1cc(-c2nnc(SCCC(=O)Nc3ccccc3)o2)no1 | i | i | i | i | 10.7 | i | i | i | i | i | i
Cc1cccc(C)c1NC(=O)CNC(=O)c1ccncc1 | i | i | i | i | 2.1 | i | i | i | i | i | i
COc1ccc(NC(=O)Cn2cc(C(=O)C3CC3)c3ccccc32)cc1 | i | i | i | i | 0.9 | i | i | i | i | i | i
Cc1ccccc1-c1nc(CS(=O)(=O)CC(=O)NCCCN2CC(C)CC(C)C2)c(C)o1 (configuration not stated) | i | i | i | i | 4.7 | i | i | 66* | i | i | i
Cc1cc(C)n(-c2ccc(Cl)c(C(=O)OCC(=O)N3CCCCC3C)n2)n1 (configuration not stated) | i | i | i | i | -3.0 | i | i | i | i | i | i
COc1ccc(NC(=O)CCCn2c(=O)c3sccc3n(Cc3cccc(C)c3)c2=O)cc1 | i | i | i | i | 1.4 | i | i | i | i | i | i
COc1cc2c(cc1OC)C(C1C(=O)CC(C)CC1=O)N(C(=O)CCl)CC2 (configuration not stated) | i | i | i | i | -1.1 | i | i | i | i | i | i
O=C(NNS(=O)(=O)c1ccc(F)cc1)C1CCN(Cc2cccc(F)c2)CC1 | i | i | i | i | 0.4 | i | i | i | i | -5.02* | i
COc1ccc(CNC(=O)CNS(=O)(=O)c2cccs2)cc1 | i | i | i | i | 9.9 | i | i | i | i | i | i

The list goes on:
molecule | TRPC4 inh | TRPC6 act | ANO1 block | MrgX1 antag | SKKanGAS inh | ANO1 activ | TRPC4 potent | TRPC4 agonist | MrgX1 agonist | TRPC6 inhibitor | MrgX1 PAM
O=C(CSc1n[nH]c(-c2ccccc2Br)n1)NC(=O)NCc1ccco1 | i | i | i | i | -1.3 | i | i | i | i | i | i
Cc1ccc(S(=O)(=O)Cc2ccc(C(=O)NCCCN3CCCC3=O)o2)cc1 | i | i | i | i | -0.8 | i | i | i | i | i | i
Cc1ccc(OCc2cc(C(=O)N(C)Cc3cnn(-c4ccccc4C)c3)no2)cn1 | i | i | i | i | -8.6 | i | i | i | i | i | i
COc1ccc(S(=O)(=O)Nc2ccc(F)c(F)c2)cc1C(=O)N1CCOCC1 | i | i | i | i | 6.9 | i | i | i | i | i | i
COc1ccc2[nH]c(C)c(C(=O)CN(C)C)c2c1 | i | i | i | i | -4.7 | i | i | i | i | i | i
Cc1cccc(CCNC(=O)C2CCC(CNc3c(N4CCCC4)c(=O)c3=O)CC2)c1 (configuration not stated) | i | i | i | i | -1.4 | i | i | i | i | i | i
COc1ccccc1C(c1nnnn1C(C)(C)C)N1CCN(Cc2ccccc2)CC1 (configuration not stated) | i | i | i | i | -0.5 | i | i | i | i | i | i
COc1ccc(-n2ccc(=O)c(C(=O)Nc3ccc(S(=O)(=O)Nc4nccs4)cc3)n2)cc1 | i | i | i | i | 12.5 | i | i | i | i | i | i
CCSc1nc2c(cnn2-c2ccccc2)c(=O)n1N | i | i | i | i | 3.8 | i | i | i | i | i | i
COc1ccc(CNC(=O)/C=C/c2cc([N+](=O)[O-])ccc2OC(F)F)cc1OC | . | i | i | i | -2.1 | i | i | i | i | i | i
